Tcruzi prolif: T. cruzi intracellular proliferation inhibitors, primary screen, cell-based, beta-gal Tulahuen parasites, NIH3T3 host, luminescence. T. cruzi beta-gal in NIH3T3, GalScreen luminescence, 90 h. inhibition, % at 8.34 µM. 5.9% of 77,000 active;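 active means mean inhibition above about 93%, with at least 55% of replicates each passing it, limit read from the data, passing the limit was not always enough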
C diff growth: C. difficile growth inhibitors, primary screen, HTS | growth activity, negative = inhibition, % at 16 µg/mL (by protocol) | 0.25% of 86,000 active | Clostridium difficile clinical isolate growth, OD600, 24 h; stronger effect = lower value;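 active means mean growth activity at or below -80% and every replicate also at or below -80%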;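 further: 0% = DMSO wells and -100% = levofloxacin 16 µg/mL wells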
Pf Dd2 growth: P. falciparum Dd2 growth inhibitors, primary screen, SYBR Green fluorescence, single dose replicates; AID 1159554, 2015; activity change, % at 10 µM; 2.3% of 94,000 active; 72 h; stronger effect = lower value; in the data active means activity change below about -80%
KDM4C inh: inhibitors of GASC-1 (KDM4C) histone demethylase, primary screen, biochemical, single concentration HTS. Lysine-specific demethylase 4C (Homo sapiens), Q9H3R0. GST-KDM4C 2-372, H3K9me3 peptide, LANCE TR-FRET. AID 720574, 2013. inhibition, % at 12.5 µM. 0.15% of 96,000 active;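 active means mean replicate inhibition above about 25%, with at least 55% of replicates also reaching it, limit read from the data, passing the limit was not always enough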
Target sequence (Q9H3R0 2-372 limits assumed): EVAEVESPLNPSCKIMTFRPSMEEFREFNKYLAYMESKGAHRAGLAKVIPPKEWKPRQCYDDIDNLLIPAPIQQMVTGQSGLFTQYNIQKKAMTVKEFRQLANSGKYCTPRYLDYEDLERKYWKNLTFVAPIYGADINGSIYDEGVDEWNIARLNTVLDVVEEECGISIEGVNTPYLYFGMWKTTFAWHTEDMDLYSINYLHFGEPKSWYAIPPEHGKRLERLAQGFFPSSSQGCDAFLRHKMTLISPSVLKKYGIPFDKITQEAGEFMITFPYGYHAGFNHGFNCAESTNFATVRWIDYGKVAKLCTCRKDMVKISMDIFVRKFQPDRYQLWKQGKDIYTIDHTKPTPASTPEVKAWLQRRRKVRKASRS
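System – N-terminal GST-fused human GASC-1 (KDM4C) fragment, residues 2-372 · Input – enzyme final amount 10 nM · Technique – LANCE TR-FRET, Eu antibody, ULight-streptavidin, EDTA, ex 340 nm, em 618/671 nm · Medium – HEPES buffer, pH 7.5, plus ascorbate · Incubation – enzyme reaction 30 min, then detection 60 min, both room temperature · Reagent – H3K9me3 peptide with Fe(II)/2OG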
* = called active by the depositor; x = not tested or not shown; & = joins results of further samples.

1	CO[C@@H]1CN(C)C(=O)c2cc(NC(C)=O)ccc2OC[C@@H](C)N(Cc2cc(-c3ccccc3)on2)C[C@H]1C
2	COCC(=O)N1CC2(C1)CN(Cc1cccc(F)c1)[C@H](CO)c1c2c2ccc(OC)cc2n1C
3	COC(=O)C[C@@H]1CC[C@@H]2[C@H](COC[C@H](O)CN2S(=O)(=O)c2cn(C)cn2)O1
4	O=C(Nc1ccc2c(c1)OCO2)N[C@@H]1CC[C@H](CC(=O)N2CCN(c3ccccc3)CC2)O[C@@H]1CO
5	CNC[C@H]1Oc2c(NC(=O)C3CC3)cccc2C(=O)N([C@@H](C)CO)C[C@@H]1C
6	COc1ccc(NC(=O)N(C)C[C@H]2Oc3ccc(NC(=O)Nc4ccc(F)cc4)cc3CC(=O)N([C@H](C)CO)C[C@H]2C)cc1
7	CCS(=O)(=O)N1[C@H](CO)[C@H](c2ccc(C#CC(C)C)cc2)[C@@H]1C#N
8	C/C=C/c1ccc2c(c1)O[C@@H](CN(C)S(=O)(=O)c1ccc(C)cc1)[C@@H](C)CN([C@H](C)CO)S2(=O)=O
Screen / compound no.	1	2	3	4	5	6	7	8
Tcruzi prolif	12	x	8	50	20	26	76	114*
C diff growth	2	21	3&-2	-3	-1	-2	0	1
Pf Dd2 growth	-25	-32	9	6	-9	10	33	-16
KDM4C inh	-0.4	0.4	-2.2	-0.2	-0.9	12	1.6	-3.4

9	CCCN(C)C[C@H]1OCCCC[C@H](C)Oc2ccc(NC(=O)Nc3cccc4ccccc34)cc2C(=O)N([C@@H](C)CO)C[C@H]1C
10	C[C@@H]1CN([C@H](C)CO)S(=O)(=O)c2ccc(-c3cccc(C(=O)N(C)C)c3)cc2O[C@@H]1CN(C)C(=O)Nc1ccccc1
11	CCCNC(=O)N1C[C@H](C)[C@H](OC)CN(C)C(=O)c2cc(NS(C)(=O)=O)ccc2OC[C@H]1C
12	CN(C)C(=O)C[C@@H]1C=C[C@@H](NC(=O)c2ccc(F)cc2)[C@@H](CO)O1
13	CCC(=O)N1C[C@@H](C)[C@@H](OC)CN(C)C(=O)c2ccc(NC(=O)Nc3ccccc3)cc2OC[C@@H]1C
14	Cc1noc(C)c1NC(=O)Nc1ccc2c(c1)C(=O)N([C@@H](C)CO)C[C@@H](C)[C@@H](CN(C)S(=O)(=O)c1cn(C)cn1)OCCCC[C@H](C)O2
15	CCCNC(=O)[C@H]1[C@H](CO)[C@H]2Cn3c(ccc(C4=CCCC4)c3=O)[C@@H]1N2C(=O)CC1CC1
16	C[C@@H](NC(=O)C[C@H]1CC[C@@H](NC(=O)C2CCOCC2)[C@@H](CO)O1)c1ccccc1
Screen / compound no.	9	10	11	12	13	14	15	16
Tcruzi prolif	43	58	73	1	26	12	-6	12
C diff growth	-2	-1	2	2	-8	-11	-1	-1
Pf Dd2 growth	-91*	7	16	3	-25	37	0	-2
KDM4C inh	20	1.6	-1.8	-0.2	-0.3	1.9	1.5	-0.2

17	C[C@H]1CN([C@@H](C)CO)C(=O)c2cc(NC(=O)c3ccncc3)ccc2O[C@@H]1CN(C)S(C)(=O)=O
18	Cc1ccccc1S(=O)(=O)NCC[C@@H]1CC[C@H](NC(=O)Nc2cccc(Cl)c2)[C@H](CO)O1
19	C[C@H](CO)N1C[C@H](C)[C@H](CN(C)Cc2ccc(Oc3ccccc3)cc2)Oc2ccc(NC(=O)Nc3ccccc3)cc2C1=O
20	O=C(N[C@@H]1CC[C@H](CCn2cc(-c3ccc(F)cc3)nn2)O[C@H]1CO)c1cnccn1
21	O=C(NCC[C@H]1CC[C@@H](NC(=O)c2ccc3c(c2)OCO3)[C@@H](CO)O1)Nc1ccc(Cl)cc1
22	C[C@@H]1CN([C@@H](C)CO)C(=O)c2cc(NC(=O)CCC(F)(F)F)ccc2O[C@@H](C)CCCCO[C@H]1CN(C)S(=O)(=O)c1cn(C)cn1
23	O=C(Nc1ccccc1)N1CCCCN2[C@@H](CO)[C@@H](c3ccc(-c4ccccc4F)cc3)[C@@H]2C1
24	O=C(C[C@@H]1CC[C@@H]2[C@H](COC[C@H](O)CN2Cc2cc(F)cc(F)c2)O1)NCc1cccc(F)c1
Screen / compound no.	17	18	19	20	21	22	23	24
Tcruzi prolif	22	31	61	x	x	57	95	80
C diff growth	-3	x	45	1	-1	0	57	x
Pf Dd2 growth	6	-6	35	-5	-36	49	-37	-2
KDM4C inh	-0.3	x	-2.1	0.2	-0.7	0.4	-2.1	-0.2

25	O=C(CC(F)(F)F)N1C[C@@H]2[C@H](c3ccccc31)[C@@H](CO)N2C(=O)C1CC1
26	COc1ccc2c3c([nH]c2c1)[C@H](CO)N(C(=O)c1cccnc1)CC31CN(C(=O)NC(C)C)C1
27	C[C@H]1CN([C@@H](C)CO)C(=O)c2cc(C#CC3CCCCC3)cnc2O[C@H]1CN(C)Cc1ccncc1
28	C[C@H](CO)N1C[C@H](C)[C@H](CN(C)S(=O)(=O)c2ccc(F)cc2)OCCCC[C@H](C)Oc2ccc(NS(=O)(=O)c3ccccc3)cc2C1=O
29	O=C(NC1CCCCC1)N[C@H]1C=C[C@H](CC(=O)N2CCOCC2)O[C@@H]1CO
30	Cc1noc(C)c1S(=O)(=O)N(C)C[C@@H]1OCCCC[C@H](C)Oc2ccc(N(C)C)cc2C(=O)N([C@H](C)CO)C[C@H]1C
31	Cc1ccccc1S(=O)(=O)N1CC[C@@H]2[C@H](CO)Nc3ccc(-c4ccccc4)cc3[C@@H]21
32	O=C(CCN1CCCCC1)N[C@@H]1CC[C@@H](CCNS(=O)(=O)c2ccc(F)cc2)O[C@H]1CO
Screen / compound no.	25	26	27	28	29	30	31	32
Tcruzi prolif	32	x	32	60	45	65	107*	-82
C diff growth	4	-4	x	-5	-5	-1	17	-4
Pf Dd2 growth	-41	-15	-26	-28	9	-71	1	13
KDM4C inh	0.2	-0.4	-1.4	-0.6	-4.1	1.7	-0.7	2.1

33	O=C(c1ccncc1)N1C[C@@H]2[C@H](c3ccccc31)[C@@H](CO)N2C(=O)c1ccccn1
34	CN(C)C(=O)C[C@@H]1CC[C@H]2[C@@H](COC[C@H](O)CN2C(=O)c2ccncc2)O1
35	C[C@H](CO)N1C[C@H](C)[C@@H](CN(C)S(=O)(=O)c2ccc(Cl)cc2)Oc2ccc(NC(=O)C3CC3)cc2CC1=O
36	CCC(=O)N(C)C[C@@H]1Oc2cc(-c3cccc(F)c3)ccc2S(=O)(=O)N([C@H](C)CO)C[C@H]1C
37	O=C(C1CCCC1)N1CC2(C1)[C@H](c1ccccc1)[C@@H](CO)N2Cc1cncnc1
38	O=C(C[C@@H]1C[C@@H]2c3cc(NC(=O)NC4CCCC4)ccc3O[C@@H]2[C@@H](CO)O1)NCc1ccc2c(c1)OCO2
39	COc1ccc2c3c(n(C)c2c1)[C@H](CO)N(Cc1ccc2c(c1)OCO2)CC31CN(C(=O)C2CC2)C1
40	N#C[C@H]1[C@H](c2ccccc2-c2cccc(F)c2)[C@H](CO)N1C(=O)CN1CCOCC1
Screen / compound no.	33	34	35	36	37	38	39	40
Tcruzi prolif	62	25	42	61	x	x	x	x
C diff growth	-3	-2&-8	-3	-3	0	5	-4	-8
Pf Dd2 growth	18	x	-40	-2	34	18	-56	17
KDM4C inh	3.2	0.4	10.0	2.1	-1.5	-1.0	-0.4	0.5

41	CCC(=O)Nc1ccc2c(c1)OC[C@H](C)N(CCC(F)(F)F)C[C@@H](C)[C@@H](OC)CN(C)C2=O
42	O=C(C[C@@H]1C[C@H]2c3cc(NC(=O)NC4CCCCC4)ccc3O[C@H]2[C@H](CO)O1)NCCc1ccccc1
43	C[C@@H]1CN([C@@H](C)CO)C(=O)Cc2cc(NS(=O)(=O)c3ccccc3)ccc2O[C@H]1CN(C)Cc1ccc(C(F)(F)F)cc1
44	C[C@H]1CN([C@@H](C)CO)C(=O)c2cc(C#CC(C)(C)O)cnc2O[C@@H]1CN(C)C(=O)CC1CC1
45	COc1ccc(NC(=O)Nc2ccc3c(c2)[C@@H]2C[C@H](CC(=O)N[C@@H](C)c4ccccc4)O[C@H](CO)[C@@H]2O3)cc1
46	C[C@@H]1CN([C@H](C)CO)C(=O)c2cccc(NS(C)(=O)=O)c2O[C@H]1CN(C)Cc1ccc(C(=O)O)cc1
47	CO[C@H]1CN(C)C(=O)c2cc(NC(=O)c3ccno3)ccc2OC[C@H](C)NC[C@H]1C
48	COc1ccc(NC(=O)N2CC(=O)N3[C@@H](CO)[C@@H](c4ccc(/C=C/c5ccccc5)cc4)[C@@H]3C2)cc1
Screen / compound no.	41	42	43	44	45	46	47	48
Tcruzi prolif	23	44	x	9	x	21	7	x
C diff growth	-1	x	33	-1	13	-5	x	8
Pf Dd2 growth	x	-36	-17	30	-87*	25	3	-32
KDM4C inh	-0.3	-5.7	1.0	2.2	2.9	1.9	1.1	x

Looked up above.
In C diff growth, CCC(=O)Nc1ccc2c(c1)OC[C@H](C)N(CCC(F)(F)F)C[C@@H](C)[C@@H](OC)CN(C)C2=O shows -1
In KDM4C inh, COc1ccc(NC(=O)Nc2ccc3c(c2)[C@@H]2C[C@H](CC(=O)N[C@@H](C)c4ccccc4)O[C@H](CO)[C@@H]2O3)cc1 shows 2.9

Going on with the list:
49	C[C@@H]1CCCCO[C@H](CN(C)S(C)(=O)=O)[C@H](C)CN([C@@H](C)CO)C(=O)c2cc(NC(=O)NC3CCCCC3)ccc2O1
50	C[C@@H]1CN([C@H](C)CO)C(=O)c2cc(NC(=O)c3ccccc3)ccc2O[C@@H](C)CCCCO[C@@H]1CN(C)C(=O)c1ccncc1
51	O=C(NCC[C@@H]1CC[C@@H](NS(=O)(=O)c2cccc(F)c2)[C@H](CO)O1)Nc1cc(F)ccc1F
52	C[C@@H]1CN([C@@H](C)CO)S(=O)(=O)c2ccc(C#Cc3cccnc3)cc2O[C@H]1CN(C)CC1CCCC1
53	CO[C@H]1CN(C)C(=O)c2cc(NS(=O)(=O)c3ccc(Cl)cc3)ccc2OC[C@H](C)NC[C@H]1C
54	COc1ccc2c3c(n(C)c2c1)[C@@H](CO)N(C(=O)CN(C)C)CC31CCN(Cc2cncnc2)CC1
55	COc1ccc2c3c([nH]c2c1)[C@H](CO)N(C(=O)c1ccccn1)CC31CN(C(=O)C2CCCC2)C1
56	CN1c2ccc(Br)cc2[C@H]2[C@H](CCN2C(=O)C2CCC2)[C@@H]1CO
Screen / compound no.	49	50	51	52	53	54	55	56
Tcruzi prolif	5	88	20	x	-21	x	x	x
C diff growth	20	x	4	-2	x	-4	-8	3
Pf Dd2 growth	31	-20	8	-55	-1	-41	8	-38
KDM4C inh	3.1	0.0	-3.2	-5.1	-1.7	0.1	-1.1	3.3

57	CC(=O)N(C)C[C@@H]1OCc2ccccc2-c2ccccc2C(=O)N([C@@H](C)CO)C[C@@H]1C
58	CCCNC(=O)N1CC2(CN(C(C)=O)C2)c2c(n(C)c3cc(OC)ccc23)[C@H]1CO
59	CO[C@H]1CN(C)C(=O)c2ccc(NC(=O)C3CCC3)cc2OC[C@H](C)N(C(=O)CN(C)C)C[C@H]1C
60	C[C@H](CO)N1C[C@H](C)[C@@H](CN(C)C(=O)Nc2ccc(F)cc2)OCCCC[C@H](C)Oc2ccc(NC(=O)Nc3ccc(C(F)(F)F)cc3)cc2C1=O
61	CCS(=O)(=O)N[C@H]1CC[C@@H](CC(=O)NCc2ccc(Cl)cc2)O[C@@H]1CO
62	C[C@@H]1CN([C@H](C)CO)C(=O)CCCn2nncc2CO[C@@H]1CN(C)C(=O)Nc1ccc(N2CCN(C)CC2)cc1
63	O=S(=O)(c1ccc(F)cc1)N1CCCCN2[C@H](CO)[C@H](c3ccc(-c4cncnc4)cc3)[C@@H]2C1
64	C[C@@H]1CN([C@H](C)CO)C(=O)c2ccccc2-c2ccccc2CO[C@@H]1CN(C)Cc1ccc(C(=O)O)cc1
65	CC(C)NC(=O)Nc1ccc2c(c1)CC(=O)N([C@@H](C)CO)C[C@H](C)[C@@H](CN(C)C(=O)NC(C)C)O2
Screen / compound no.	57	58	59	60	61	62	63	64	65
Tcruzi prolif	-29	x	-10	92	5	0&-61	37	36	-1
C diff growth	5	-3	2	0	-3	3	-1	x	1
Pf Dd2 growth	55	68	0	-63	2	11&-10	28	7	29
KDM4C inh	1.3	1.7	1.2	-0.8	x	1.6	-1.7	0.5	0.4

In the list so far, these have an NH in an aromatic ring:
26	COc1ccc2c3c([nH]c2c1)[C@H](CO)N(C(=O)c1cccnc1)CC31CN(C(=O)NC(C)C)C1
55	COc1ccc2c3c([nH]c2c1)[C@H](CO)N(C(=O)c1ccccn1)CC31CN(C(=O)C2CCCC2)C1
Screen / compound no.	26	55
Tcruzi prolif	x	x
C diff growth	-4	-8
Pf Dd2 growth	-15	8
KDM4C inh	-0.4	-1.1
